SW480 rerep = DNA re-replication induction in SW480 cells. SW480 DNA re-replication, Hoechst DNA content imaging, 48 h. Potency, µM (top dose mostly 46.1 µM), for the others: at the top dose re-replication activation, hits mostly activators. 340,000 tested, 1.8% active; also: % of control where 0% means no effect; nearly all actives have a fitted effect of over 55% in size
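Quantitative HTS format with DMSO vehicle controls; 48 hr drug incubation at 37 C, then 40 min Hoechst staining and scanning imager measurement at 405 nm excitation.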
TDP-43 yeast inh = inhibitors of TDP-43 toxicity in yeast; TDP-43 expressing yeast growth rescue, BacTiter-Glo, 24 h; Potency, µM (top dose mostly 46.1 µM), for the others: at the top dose growth rescue (activation), usual class: activators; 410,000 tested, 1.8% active; AID 652104; also: % of control where 0% means no effect; nearly all actives have a fitted effect of over 50% in size
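Yeast expressing TDP-43 (pregrown in raffinose, seeded at OD600=0.02 in galactose medium) exposed to compounds 24 hr at 30 deg C. Growth read by BacTiter-Glo luminescence; rescue of toxicity appears as increased signal.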
HT1080-NT tox = kills 2HG-producing HT-1080-NT fibrosarcoma cells. AID 686970. Potency, µM (titrated, usually from 46.1 µM), without a hit: at the highest dose activity, negative = less viability, hits mostly cytotoxic. HT-1080-NT fibrosarcoma viability, CellTiter-Glo ATP luminescence, 48 h. 360,000 tested, 1.6% active;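 also: NT is the 2HG producing partner of a matched IDH1 knockdown line; 0% = DMSO-treated cells and -100% = media-only wells without cells; nearly all actives have a fitted effect of over 55% in size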
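HT-1080-NT fibrosarcoma cells (2HG-overproducing), 750 cells/well in RPMI with 5% FBS, dosed after 2 h and incubated 48 h at 37C. CellTiter-Glo luminescence normalized to DMSO and no-cell wells; concentration-response curves fitted and classed.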
HT1080 IDH1KD tx = toxicity to HT-1080 IDH1 knockdown cells (counter line) | HT-1080 IDH1 knockdown viability, ATP luminescence, 48 h | Potency, µM (top dose mostly 46.1 µM), inactives show at the top dose activity, negative = toxicity, most hits filed as cytotoxic | 360,000 tested, 2% active | AID 686971;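 also: 0% = DMSO wells and -100% = cell-free medium wells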
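IDH1KD HT-1080 cells, 750/well, RPMI + 5% FBS; compound pinned after 2 h settling; 48 h, 37 °C; CellTiter-Glo luminescence; % activity normalised to DMSO and no-cell wells; curves fitted, classed by r2 and efficacy.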
GLP-1R agonist = activates the human GLP-1 receptor; Potency, µM (top dose mostly 45.6 µM), for inactives: at the top dose activation, usual class: activators; AID 624172; 380,000 tested, 0.007% active; P43220; HEK293 GLP-1R CRE-luciferase, luminescence, 4-6 h; cells express a hypersensitive GLP-1R form; also: % of control where 0% means no effect
Target sequence (P43220 whole entry, looked up): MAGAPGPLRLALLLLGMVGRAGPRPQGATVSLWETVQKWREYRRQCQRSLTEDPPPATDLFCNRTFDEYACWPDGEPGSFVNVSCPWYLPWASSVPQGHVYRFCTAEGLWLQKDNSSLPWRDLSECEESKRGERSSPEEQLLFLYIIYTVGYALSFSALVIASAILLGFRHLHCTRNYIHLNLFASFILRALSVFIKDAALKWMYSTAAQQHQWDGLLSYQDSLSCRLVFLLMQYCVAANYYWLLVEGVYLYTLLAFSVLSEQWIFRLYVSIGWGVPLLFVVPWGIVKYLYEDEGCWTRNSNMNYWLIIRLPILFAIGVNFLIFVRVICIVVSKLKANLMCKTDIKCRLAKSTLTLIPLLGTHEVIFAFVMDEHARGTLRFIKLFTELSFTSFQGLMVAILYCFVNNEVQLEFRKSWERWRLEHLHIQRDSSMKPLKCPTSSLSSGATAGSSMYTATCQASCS
KB-3-1 cytotox = KB-3-1 parental cell cytotoxicity. 400,000 tested, 1.4% active. Potency, µM (top dose mostly 46.1 µM), without a hit: top-dose activity change, negative = cytotoxic, most hits filed as cytotoxic. KB-3-1 viability, CellTiter-Glo ATP luminescence, 72 h; also: % is scaled to controls: 0 for no effect and ±100 for the full control effect; nearly all actives have a fitted effect of over 60% in size
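Cytotoxicity in the drug-sensitive parental line KB-3-1 was scored as loss of CellTiter-Glo luminescence following 72 h incubation with compound. Values come from curve fitting of normalized concentration-response data.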
KB-V1 cytotox = KB-V1 MDR subline cytotoxicity | 400,000 tested, 3.4% active | AID 1347076 | KB-V1 MDR cells viability, CellTiter-Glo, 72 h | Potency, µM (top dose mostly 46.1 µM), inactives show at the highest dose activity change, negative = cytotoxicity, usual class: cytotoxic; also: % is scaled to controls: 0 for no effect and ±100 for the full control effect; nearly all actives have a fitted effect of over 60% in size
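KB-V1, DMEM (no phenol red) + 10% FBS; cpd pin-transferred, titration series; 72 h, 37 degrees C; CellTiter-Glo, luminescence. Data normalized, curve-fit.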
GLP1R cytotox = cytotoxic in the GLP-1 receptor inverse agonist counter-screen | HEK293 cAMP-luciferase reporter cells, luminescence, 24 h | Potency, µM (doses to about 38.3 µM), inactives show top-dose activity change, negative = inhibition, usual class: inhibitors | 410,000 tested, 0.13% active;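 also: loss of luciferase light is scored as toxicity; % is scaled to controls: 0 for no effect and ±100 for the full control effect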
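MLSMR compounds, 24 hr on cells at 37 deg C/5% CO2; luminescence after luciferase reagent (12 min RT). Inhibition counted as the undesired cytotoxic outcome.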
GLP1R inv ag = GLP-1 receptor (human) inverse agonism; HEK293 GLP-1R CRE-luciferase, luminescence, 24 h; GLP-1R form is constitutively active; Potency, µM (top dose mostly 38.3 µM), for the others: at the top dose activity change, negative = inhibition, most hits filed as inhibitors; 410,000 tested, 1.6% active; AID 624417; P43220; also: % is scaled to controls: 0 for no effect and ±100 for the full control effect; nearly all actives have a fitted effect of over 55% in size
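GLP-1R inverse agonism mode: basal reporter luminescence in engineered HEK293 cells measured after one day of compound exposure at 37 deg C, with a 12 min room-temperature detection step.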
Numbers without * were called inactive; ? = inconclusive; nt = no result given; [ ] = dose if it differs, or a comment. Calls follow the shape of the dose curve; as a rule, active = well fitted curve in the direction sought with a large enough effect; inconclusive = small, poorly fitted or top-dose-only effect, or another doubt; inactive = no such curve, though single readings can be large; an effect the other way counts as inactive or inconclusive. Potency is read from the fitted curve at half-maximal effect. Compounds as they come; 9.4% or so of the library scored in one or more.

SMILES	SW480 rerep	TDP-43 yeast inh	HT1080-NT tox	HT1080 IDH1KD tx	GLP-1R agonist	KB-3-1 cytotox	KB-V1 cytotox	GLP1R cytotox	GLP1R inv ag
Cc1ccc(-c2nnc(NC(=O)Cc3ccc(F)cc3)o2)c(C)c1	?	19%	4%	-1%	-5%	?	-6%	4%	4%
N#Cc1ccccc1NC(=S)NC(=O)c1cccnc1	-1%	9%	10%	13%	1%	0%	11%	3%	25%
CC(C)CCN1CC(O)=C(c2nc3ccccc3[nH]2)C1=N	17%	-6%	-4%	-9%	-1%	5%	10µM*	-4%	6%
CCOc1ccccc1NC(=O)Cn1nnc(C(=O)NCc2ccc3c(c2)OCO3)c1N	?	4%	?	12µM*	11%	9.2µM*	?	-26%	?
CN(C)C(CNC(=O)c1cccc(NS(=O)(=O)c2ccc(Br)cc2)c1)c1ccco1 (centres undefined)	1%	24%	14%	8%	1%	0%	?	1%	-9%
COc1ccc2[nH]c(C(=O)O)c(CCNC(=O)/C=C/c3ccc(O)c(OC)c3)c2c1	1%	-12%	24%	10%	-7%	-1%	1%	-18%	4%
CS(=O)(=O)N(CC(=O)NC1CCCCC1)c1cccc(Cl)c1	3%	-4%	0%	10%	13%	0%	-13%	-6%	?
CCOC(=O)CC1COc2ccccc2N1C(=O)c1ccc(C)cc1 (centres undefined)	-12%	10%	15%	-2%	-4%	-25%	18µM*	1%	-27%
COc1ccc(NC(=O)c2sc3nc(N4CCOCC4)c4c(c3c2N)CCCC4)c(OC)c1	?	-6%	0%	17%	3%	16%	6%	-13%	18%
O=C(CN1CCN(Cc2ccccc2)CC1)N/N=C/C=C/c1ccccc1[N+](=O)[O-]	25%	-1%	9%	20%	8%	-14%	-8%	-19%	?
Cc1ccc(NC(=O)c2ccc3nc[nH]c3c2)cc1C	?	3%	0%	-16%	8%	11%	?	3%	16%
Cc1c(C(=O)N/N=C/c2ccc(O)cc2)sc(=S)n1C	0%	0%	0%	23%	2%	?	5%	6%	46%[activator]
COc1cnn(-c2ccccc2)c(=O)c1SCc1ccc(Cl)c(Cl)c1	-11%	?	?	?	0%	-2%	-13%	5%	-34%
COC(=O)Cc1coc2cc(OC)ccc12	-3%	?	13%	11%	14%	-7%	-3%	-8%	12%
CCN(CC)CCOC(=O)c1c(C)n(C)c2ccc(OC)cc12	-83%[inhibitor]	2%	0%	-13%	1%	1%	?	1%	-25%
C/C(=N/NC(=O)c1nnn(-c2nonc2N)c1-c1ccccc1)c1ccc2c(c1)OCO2	-16%	0%	-4%	-12%	6%	-1%	-19%	-2%	?
COc1ccc(Cl)cc1NC(=O)CN(C)C(=O)/C=C/c1ccco1	7%	28µM*	0%	-9%	0%	1%	-53%	-19%	-4%
CC1CCN(CCCNC(=O)c2cc3sccc3n2C)CC1	-2%	-19%	1%	-20%	11%	11%	?	3%	-5%
C=CCNc1nc(N2CCCCC2)c(C#N)c2c1CN(Cc1ccccc1)CC2	?	-7%	?	?	14%	?	-11%	7%	?
CC1CCCN(C(=O)COC(=O)c2cc(-c3cccs3)nn2-c2ccccc2)C1 (centres undefined)	13%	-3%	-4%	0%	2%	-4%	-17%	-5%	?
CCC1=C(c2ccc(C)cc2)S(=O)(=O)N=C1N1CCC(C(=O)NCc2ccc(N(C)C)cc2)CC1	nt	17%[9.22 µM]	nt	nt	nt	4%	-3%	4%	-6%
COc1ccc(OC)c(CCNC(=O)CC2(CC3=NS(=O)(=O)c4ccccc4N3)CCCC2)c1	-4%	3%	-12%	-13%	4%	4%	-5%	-2%	-11%
Cc1csc(NC(=O)C2CCCO2)n1 (centres undefined)	2%	-3%	10%	-4%	-9%	3%	-1%	2%	6%
CCOC(=O)C(=CNc1cc(C(F)(F)F)ccc1N1CCOCC1)C(=O)OCC	-29%	-5%	-1%	-2%	-1%	-6%	?	-4%	-15%
COc1ccc(CN(C)Cc2c(O)ccc3ccccc23)cc1	-2%	-10%	0%	1%	3%	15%	?	1%	?

Continued.
SMILES	SW480 rerep	TDP-43 yeast inh	HT1080-NT tox	HT1080 IDH1KD tx	GLP-1R agonist	KB-3-1 cytotox	KB-V1 cytotox	GLP1R cytotox	GLP1R inv ag
COc1ccccc1CC(NC(C)=O)C(=O)NC1CCN(C(=O)Nc2cccc(F)c2)CC1 (centres undefined)	-1%	0%	8%	15%	-2%	16%	10%	2%	7%
Cc1cc(C(=O)COc2ccc(Cl)cc2Br)c(C)n1C	2%	2%	-11%	-26%	23%	0%	?	-2%	?
O=C(CCC(=O)N1CCN(S(=O)(=O)c2ccc(Cl)cc2)CC1)NCc1cccc(C(F)(F)F)c1	-19%	-1%	-6%	-7%	2%	?	-11%	2%	?
Cc1cccc(-c2noc(CN(C(C)C)S(=O)(=O)c3ccc(F)cc3)n2)c1	3%	25%	-10%	-13%	2%	-21%	?	21%	?
O=S(=O)(NCc1ccccc1)c1ccccc1NCc1ccc(Cl)cc1	-6%	20%	-1%	-2%	4%	0%	0%	-9%	?
CC1=C(C(=O)N2CCOCC2)CC(CC(=O)NCCN2CCOCC2)C(=O)N1Cc1ccc(C(C)(C)C)cc1 (centres undefined)	nt	0%	12%	2%	-2%	-4%	-10%	-7%	15%
Cc1ccc(C)c(OCCC(=O)OCC(=O)NC2CCCC2)c1	-5%	7%	-1%	-4%	-3%	0%	0%	12%	2%
O=C(CCCCC(=O)NNC(=O)COc1ccccc1)NNC(=O)COc1ccccc1	1%	-25%	5%	0%	-1%	6%	?	1%	9%
COc1ccc(OC)c(NC(=O)c2nnn(CC(=O)Nc3ccc4c(c3)OCO4)c2N)c1	-3%	22%	8%	4%	-7%	0%	?	-9%	0%
CCCCN(C)CCNC(=O)CCn1nc(-c2ccc(C)cc2)ccc1=O	1%	23%	0%	0%	3%	-5%	-4%	-10%	?
O=C(Nc1ccc(NC(=O)C2CC2)nc1)c1ccncc1	-4%	2%	12%	7%	-7%	0%	0%	-3%	6%
COC(=O)c1ccc(Nc2cc(C)nc3nc(C)nn23)cc1	-4%	11%	-8%	0%	14%	-10%	1%	0%	17%
CC(C)CC(C(=O)O)N1C(=O)[C@@H]2[C@H](C1=O)[C@@H]1C[C@H]2C(Br)C1Br (some centres undefined)	27%	-4%	13%	9%	-22%	1%	-2%	-9%	12%
COc1cccc(Cn2nnc(C(=O)NCc3ccc4c(c3)OCO4)c2N)c1	?	-14%	-11%	-14%	11%	-3%	-9%	2%	?
CCCc1c(C)nc2ccc(OC)cc2c1SCCC(=O)O	-7%	9%	-2%	-14%	-6%	-2%	-6%	4%	33%[activator]
Clc1ccc(-c2nn3cnnc3s2)c(Cl)c1	-8%	18µM*	0%	3%	5%	-19%	?	-2%	57%[activator]
CSc1cccc(NC(=O)C(C)NS(=O)(=O)c2ccc(F)cc2)c1 (centres undefined)	0%	-12%	0%	-7%	0%	7%	-27%	-11%	0%
CCC(=O)Nc1ccc(S(=O)(=O)NC[C@H]2O[C@@H](n3cnc4c(=O)[nH]c(N)nc43)[C@H](O)[C@@H]2O)cc1	nt	10%	13%	22%	0%	0%	1%	0%	6%
CCC(C)(C)NC(=O)/C=C/c1cnc2ccccc2n1	?	6%	5%	10%	0%	1%	0%	1%	-6%
c1cncc(CNc2ncnc3sc4c(c23)CCC4)c1	-4%	-25%[0.397 µM]	3%	-21%	9%	12%	10%	2%	-8%
CCOC(=O)c1c(NC(=O)COc2ccc(F)cc2)sc2c1CCC(C)C2 (centres undefined)	nt	?	nt	nt	nt	3%	-7%	-12%	2%
O=C(CSc1nnc(-c2cccnc2)n1Cc1ccco1)c1ccc2ccccc2c1	-3%	4%	21%	15%	6%	11%	15µM*	3%	12%
COc1ccc(-c2nc(SCc3ccccc3)n(C(=O)c3ccco3)n2)cc1	-6%	16%	12%	11%	-15%	-2%	?	-2%	3%
O=C(O)C1(c2ccccc2)CCN(S(=O)(=O)c2cccs2)CC1	-2%	-6%	-7%	-8%	0%	-2%	-11%	-2%[7.66 µM]	-6%[7.66 µM]
CC12CCC(C(=O)N/N=C/c3ccc(O)cc3O)(OC1=O)C2(C)C (centres undefined)	4.6µM*	-22%	-27%	?	-1%	?	?	-12%	?

(cont.)
SMILES	SW480 rerep	TDP-43 yeast inh	HT1080-NT tox	HT1080 IDH1KD tx	GLP-1R agonist	KB-3-1 cytotox	KB-V1 cytotox	GLP1R cytotox	GLP1R inv ag
Cc1ccc2cc(C)c(SCC(=O)Nc3cc(C)on3)nc2c1	10%	-10%	8%	15%	1%	-7%	-23%	-10%	18%
Cc1cc(C)nc(NC(=O)NS(=O)(=O)N2CCCCCC2)n1	0%	-5%	0%	3%	-10%	-3%	2%	-20%	0%
c1ccc(C2(Cn3ccc4ccccc43)OCCO2)cc1	-4%	8%	5%	-11%	-6%	-21%	1%	2%	?
Cc1cc(C)c(C(=O)Nc2ccc3c(c2)OCCO3)c(C)c1	nt	14%	7%	0%	-5%	-1%	-4%	-11%	?
COc1ccc(C(=O)CCN2CCC(C)CC2)cc1	?	?	?	?	0%	-2%	-11%	8%	1%
O=C(NCC(=O)N1CCN(c2ccccc2F)CC1)c1cccs1	0%	16%	11%	6%	-3%	-4%	?	6%	7%
O=C(O)Cn1c(=O)c2c(c3ccccc31)CCC2	-6%	-1%	14%	13%	3%	9%	-2%	-3%	10%

Random excerpt: 4 compounds from above, in no set order.
SMILES	SW480 rerep	TDP-43 yeast inh	HT1080-NT tox	HT1080 IDH1KD tx	GLP-1R agonist	KB-3-1 cytotox	KB-V1 cytotox	GLP1R cytotox	GLP1R inv ag
Cc1ccc2cc(C)c(SCC(=O)Nc3cc(C)on3)nc2c1	10%	-10%	8%	15%	1%	-7%	-23%	-10%	18%
c1ccc(C2(Cn3ccc4ccccc43)OCCO2)cc1	-4%	8%	5%	-11%	-6%	-21%	1%	2%	?
O=C(O)Cn1c(=O)c2c(c3ccccc31)CCC2	-6%	-1%	14%	13%	3%	9%	-2%	-3%	10%
Cc1cc(C)nc(NC(=O)NS(=O)(=O)N2CCCCCC2)n1	0%	-5%	0%	3%	-10%	-3%	2%	-20%	0%

Compound activity (PubChem)
